Screening results (PubChem)
M5 PAM: potentiates acetylcholine response at human M5 receptor | P08912 | 0.3% of 360,000 active | AID 624038 | activation, % at 3 µM | CHO-K1 hM5, Fluo-8 calcium, ACh EC20 PAM; 0% = ACh EC20, 100% = ACh EC100;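 active means activation above the run cutoff, the mean activation of all test compounds plus 3 SD, cut at about 18% in these data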
Target sequence (P08912 whole entry, looked up): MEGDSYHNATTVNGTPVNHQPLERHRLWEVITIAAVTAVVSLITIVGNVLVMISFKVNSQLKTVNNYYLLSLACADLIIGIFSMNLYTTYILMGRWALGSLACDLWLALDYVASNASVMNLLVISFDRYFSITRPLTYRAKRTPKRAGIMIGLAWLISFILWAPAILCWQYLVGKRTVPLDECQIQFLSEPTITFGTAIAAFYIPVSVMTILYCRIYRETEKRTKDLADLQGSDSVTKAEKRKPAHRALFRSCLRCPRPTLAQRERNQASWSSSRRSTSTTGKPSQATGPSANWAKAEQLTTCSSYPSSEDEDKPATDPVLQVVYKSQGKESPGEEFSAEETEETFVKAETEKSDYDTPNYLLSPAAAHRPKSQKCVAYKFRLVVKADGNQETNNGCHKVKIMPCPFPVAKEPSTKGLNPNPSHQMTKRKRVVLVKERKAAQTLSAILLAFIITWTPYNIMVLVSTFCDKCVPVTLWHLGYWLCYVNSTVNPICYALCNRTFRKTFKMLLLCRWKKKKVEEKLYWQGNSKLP
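Assay system: CHO-K1 hM5 cells. Also added: acetylcholine at EC20 concentration, added after compound. Dosing: 3 µM, single dose. Times: compound preincubation 140 s before EC20 acetylcholine addition. Signal: Fluo-8 calcium fluorescence. Measure: % activation relative to EC20 and EC100 ACh responses. Repeats: singlicate, one well per test compound.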
CHRM5 agonist: agonists of human muscarinic M5 receptor (CHRM5); CHO-K1 hM5 cells, Fluo-8 calcium fluorescence; 0% DMSO wells, 100% maximal acetylcholine response; 0.19% of 360,000 active; activation, % at 3 µM;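 active means activation above the run's mean over test compounds plus 3 SD, cut at about 23% in these data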;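 further: signal is peak over basal fluorescence ratio across the kinetic read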
CRFR2-BP ag: CRF-BP/CRF-R2 complex agonism; AID 588473; 0.46% of 350,000 active; HEK293 CRF-R2/CRF-BP, calcium dye fluorescence (FLIPR); percent of saturating CRF peptide response; activation, % at 13.2 µM;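 active means activation of at least 50%, plus an integration ratio under a set limit after plate pattern correction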;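 further: plate controls were neutral control wells without compound for no effect and CRF at EC100 for full effect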
CRFBP-R2 block: antagonists of CRF-binding protein/CRF-R2 receptor complex; AID 588475; HEK293 CRF-R2/CRF-BP, CRF-induced calcium fluorescence; inhibition, % at 11.8 µM; 0.59% of 350,000 active;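 active means inhibition of the ligand-induced calcium signal above about 50% at the single tested concentration, limit read from the data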
M4 PAM: CHRM4 positive allosteric modulation. P08173. CHO-K1 hM4/Gqi5, Fluo-8 calcium fluorescence, ACh EC20; 0% = ACh EC20, 100% = maximal ACh. 0.4% of 360,000 active. AID 624126. activation, % at 3 µM;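 active means activation above its plate's cutoff, the mean activation of sample wells plus 3 SD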; further: some results filed as inactive read as strong as hits
Target sequence (P08173 whole entry, looked up): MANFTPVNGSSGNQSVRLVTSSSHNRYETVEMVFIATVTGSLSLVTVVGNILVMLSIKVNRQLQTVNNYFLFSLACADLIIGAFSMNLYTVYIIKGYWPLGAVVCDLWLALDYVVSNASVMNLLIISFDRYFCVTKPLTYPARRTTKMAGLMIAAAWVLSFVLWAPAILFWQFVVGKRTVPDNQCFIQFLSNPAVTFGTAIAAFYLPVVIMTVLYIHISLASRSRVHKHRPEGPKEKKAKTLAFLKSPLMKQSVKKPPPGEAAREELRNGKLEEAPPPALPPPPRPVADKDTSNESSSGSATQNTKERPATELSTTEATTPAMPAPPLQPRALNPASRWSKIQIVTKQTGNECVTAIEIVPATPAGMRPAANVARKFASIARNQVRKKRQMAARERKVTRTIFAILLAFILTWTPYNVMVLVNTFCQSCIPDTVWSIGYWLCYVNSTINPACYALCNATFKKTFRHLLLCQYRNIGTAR
M5 antag: CHRM5 antagonism in calcium assay | P08912 | CHO-hM5 cells, Fluo-8 calcium fluorescence, ACh EC80 | inhibition, % at 3 µM | 0.59% of 360,000 active;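 active means inhibition above a per-plate cutoff, the mean of that plate's test compounds plus 3 SD, cut at about 27% in these data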;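 further: 0% = acetylcholine EC80 with DMSO and 100% = DMSO without agonist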
TAAR1 agonist: agonists of human TAAR1. Q96RJ0. CHO RD-HGA16 TAAR1, Fluo-8 calcium fluorescence; vehicle wells 0%, saturating PEA agonist 100%. activation, % at 3 µM. 0.99% of 360,000 active. AID 624467;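 active means activation above the mean activation of all test compounds in the run plus 3 SD, cut at about 38% in these data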
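Test system: RD-HGA16 (CHO) cells co-expressing Gα16 and hTAAR1; dosing: one-point dosing at 3 µM (nominal); timing: 17-24 h seeding, 75 min 37 °C dye, 30 min RT; signal: kinetic Fluo-8 calcium fluorescence; read-out basis: % activation relative to PEA EC100 response; controls: DMSO and PEA EC100; replicates: n 1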
CHO-K1 Ca PAM: M1 PAM counterscreen hit in parental CHO-K1 cells. ATP EC20, Fluo-8 calcium fluorescence; 0% at ATP EC20, 100% at ATP max. activation, % at 3 µM. 0.02% of 360,000 active. AID 602247;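 active means activation above the run cutoff, the mean activation of all test compounds plus 3 SD, cut at about 40% in these data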;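 further: peak over basal fluorescence ratio in a 140 s read after ATP addition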
TAAR1 antagonist: antagonists of human TAAR1. Q96RJ0. CHO RD-HGA16 TAAR1, Fluo-8 calcium fluorescence, antagonist. inhibition, % at 3 µM. 1.5% of 360,000 active. AID 624466;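 active means inhibition above a per-plate cutoff, the mean inhibition of test compounds on that plate plus 3 SD, cut at about 49% in these data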;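 further: 0% = DMSO plus EC80 beta-PEA response and 100% = DMSO alone without agonist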
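Material: CHO RD-HGA16 cells bearing hTAAR1; compound dosing: one-point dosing, 3 µM nominal final; schedule: dye loading 75 min at 37 °C, then 30 min room temperature; measured by: calcium fluorescence with Fluo-8; control set: vehicle and agonist controls; replication: n of 1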
Starred values were filed as active, the others as inactive; . = no result given.

SMILES	M5 PAM	CHRM5 agonist	CRFR2-BP ag	CRFBP-R2 block	M4 PAM	M5 antag	TAAR1 agonist	CHO-K1 Ca PAM	TAAR1 antagonist
COc1cccc(-c2nnc(NC(C)=O)o2)c1	1	2	1.6	0	9	0	2	3	-10
CN(C)N1C(N)=C(C#N)C(c2ccccc2F)C2=C1CC(C)(C)CC2=O (centres undefined)	9	-3	-2.4	-1	0	-7	0	4	-7
COc1ccc(/C=C/C(=O)N2CCC(C(N)=O)CC2)cc1S(=O)(=O)N1CCOCC1	7	-7	2.4	-6	5	3	3	18	-34
O=C(Nc1nc2c(s1)CCCC2)c1ccc2ncsc2c1	-1	4	-1.3	-40	5	1	3	26	-15
O=C(N/N=C/C1CC2CCC1C2)c1c[nH]c2ccccc12 (centres undefined)	-2	1	-5.5	21	-1	-6	12	10	-7
CCOc1ccc(-c2csc(NNC3=NCCCCC3)n2)cc1	3	-1	0.9	-4	2	3	4	2	-3
O=C(/C=C/c1ccc(Cl)c([N+](=O)[O-])c1)Nc1cccc(NC(=O)c2ccco2)c1	-16	1	0.9	-10	-14	21	17	-14	69*
CCOC(=O)Cn1c(-c2ccccc2)ccc(C#N)c1=O	-3	-3	-0.4	7	15	-8	2	12	1
Cn1c(=O)c2cc(NC(=S)NC3CCCCC3)ccc2n1Cc1ccc(Cl)cc1	1	-2	.	.	-9	-4	0	11	2
CCN(C(=O)CCS(=O)(=O)c1ccc2c(c1)oc(=O)n2C)c1ccc(OC)cc1	-5	-3	0.7	5	0	12	1	14	0
COCCNC(=S)N/N=C(\C)c1cc2ccccc2o1	-4	0	-1.0	-15	-8	0	-1	-7	-6
Cc1ccccc1C(=O)Nc1ccccc1NC(=O)c1ccccc1C	-3	4	-2.2	-17	-6	7	4	-3	3
COc1cc(OC)cc(C(=O)NNC(=O)C2CCC2)c1	1	0	-1.4	0	-1	3	0	-3	-6
CC(C)(C)c1ccc(C2(C)NC(=O)N(CC(=O)NCc3cccs3)C2=O)cc1 (centres undefined)	-9	-1	-0.1	-18	3	16	5	1	-22
CC1(C(=O)NC2CCCCC2)CCC(=O)N1Cc1ccc2c(c1)OCO2 (centres undefined)	-2	-3	1.1	1	11	13	-1	0	-7
CCOc1ccc(CCNC(=O)COC(=O)/C=C/c2cccc(OC)c2)cc1OCC	1	-2	0.0	-8	9	3	-2	-7	-19
C=CCNS(=O)(=O)c1nc(C)c(Cl)c(C)c1C#N	-2	-1	-0.8	3	1	-4	9	13	3
O=C(CSc1nncs1)Nc1cc(S(=O)(=O)N2CCOCC2)ccc1N1CCCC1	10	-1	0.3	-2	9	3	1	-17	-6
O=C(/C=C/c1ccccc1)N(Cc1ccc(Cl)cc1)C1CCS(=O)(=O)C1 (centres undefined)	4	6	2.4	-2	-7	-5	1	15	-19
Cc1cc(C(=O)CSc2nnc(-c3ccccc3)o2)c(C)n1CC1COc2ccccc2O1 (centres undefined)	-3	-1	-1.3	8	1	2	19	17	-2
O=C1c2ccccc2C(=O)N1Cc1nc2ccccc2c(=O)n1CCN1CCOCC1	2	-6	1.1	8	2	8	11	6	10
O=C1C2C3C=CC(C3)C2C(=O)N1Nc1c(Cl)cc(Cl)cc1Cl (centres undefined)	0	3	-0.7	2	-2	0	7	17	6
COc1ccc(Cl)cc1NC(=O)C1COc2ccccc2O1 (centres undefined)	-10	-8	-4.2	23	-6	8	11	13	-5
CCc1ccc(NC(=O)C(C)OC(=O)c2cccc(S(=O)(=O)N3CCc4ccccc4C3)c2)cc1 (centres undefined)	0	0	1.5	-14	0	5	-1	20	0
CC(C)N1CCc2c(sc(NC(=O)c3ccc(S(=O)(=O)N(C)CC4CCCO4)cc3)c2C(N)=O)C1 (centres undefined)	-3	-3	0.2	-12	0	5	1	2	8
More entries follow:
SMILES	M5 PAM	CHRM5 agonist	CRFR2-BP ag	CRFBP-R2 block	M4 PAM	M5 antag	TAAR1 agonist	CHO-K1 Ca PAM	TAAR1 antagonist
COC(=O)[C@@H]1[C@@H](C)N(Cc2ccccc2)C(=O)N[C@H]1c1ccccc1	-2	2	-1.7	1	7	4	12	0	-6
O=C(Nc1ccc(-c2cnco2)cc1)c1ccc(F)cc1F	12	0	-1.0	-13	15	-3	0	6	-7
COc1ccccc1NC(=O)c1cnc(SC)nc1	-3	2	0.7	-3	-3	1	0	-2	23
Cc1cc(Nc2ccc(F)cc2)c2ccccc2n1	0	-1	0.4	-5	-2	12	2	34	-22
CCOC(=O)C1=CN(Cc2ccco2)S(=O)(=O)N(CC)C1c1ccccc1 (centres undefined)	-4	-1	-2.9	11	8	9	7	-6	2
O=C(Nc1ccc(S(=O)(=O)Nc2ncccn2)cc1)c1cnc(Cl)c(Cl)c1	6	-1	-0.2	-6	2	4	2	13	-12
N=C1/C(=C\c2ccc(-c3cccc(Cl)c3)o2)C(=O)N=C2SC=C(c3ccccc3)N12	4	3	3.8	-22	-1	-5	0	21	6
Cc1ccc(C(=O)NCCSC(C)(C)C)cc1	1	-3	-2.0	-20	8	5	4	8	3
COc1ccc(OC)c(CC(NC(C)=O)C(=O)NC2CCN(c3nnnn3-c3ccccc3)CC2)c1 (centres undefined)	.	.	-0.5	-11	.	.	0	.	-12
Cc1cc(C)cc(NC(=O)Cc2ccc(NC3=NC4CS(=O)(=O)CC4S3)cc2)c1 (centres undefined)	-1	2	-0.8	11	5	-3	0	12	-11
CCOc1ccc(NC(=O)n2ncc3c(C)cccc32)cc1	-4	-4	-0.4	-7	-7	3	3	-15	-15
O=C(CSc1nnc(-c2cccs2)n1Cc1ccco1)c1ccc2c(c1)OCO2	-2	-3	-0.3	4	-3	1	0	23	7
COc1ccc(OC)c(N(CC(=O)NCCSc2ccccc2)S(C)(=O)=O)c1	-4	-1	-1.8	-3	7	0	29	13	-1
S=C(Nc1ccccc1)N1CCN(c2ccccn2)CC1	0	-1	-0.9	30	-1	2	2	30	4
O=C(O)C(CCCCN1C(=O)c2ccccc2C1=O)N1C(=O)c2ccccc2C1=O (centres undefined)	6	-1	1.2	-9	2	-1	2	25	0
COc1ncnc(OC)c1S(=O)(=O)Nc1ccc(C(F)(F)F)cc1	-2	-1	1.4	-6	0	16	8	15	-3
Cc1ccccc1/C=N/N1C(=O)CSC1=S	-1	0	0.4	2	8	9	1	-8	-7
CCOC(=O)[C@]12CCCC=C1N(Cc1ccco1)C(=O)[C@H](CC(=O)NCc1ccc(OC)c(OC)c1)C2	-4	1	.	.	-2	-2	-1	15	-11
CC(=O)Nc1cccc(-c2nnc(SCC(=O)n3c4c(c5ccccc53)CCCC4)n2C)c1	-8	-1	-1.7	3	-9	10	12	15	37
O=C(COC(=O)c1cccs1)Nc1cccc(S(=O)(=O)NC2=NCCCCC2)c1	-9	-3	-0.5	2	-3	-5	3	0	-21
COCCNC(=O)c1cccc(NS(=O)(=O)c2cccc3cccnc23)c1	2	-1	-1.0	27	-1	2	4	-5	-17
CC(C)n1cnc2c(N(C)c3cccc(Cl)c3)nc(N(CCO)CCO)nc21	3	0	4.0	-3	4	3	10	14	-1
Cc1ccc(-n2nnnc2C(Cl)c2nnnn2-c2ccc(C)cc2)cc1	12	2	4.9	-14	12	-12	1	2	-4
CCN(CC(=O)Nc1ccccc1C(=O)OC)S(=O)(=O)c1ccc(OC)cc1	-2	-6	-1.4	38	0	3	0	17	0
CCC(C)C(=O)Nc1nccs1 (centres undefined)	-4	3	0.9	-10	6	-9	0	18	2

Single records, from the list above. Values in the order: M5 PAM	CHRM5 agonist	CRFR2-BP ag	CRFBP-R2 block	M4 PAM	M5 antag	TAAR1 agonist	CHO-K1 Ca PAM	TAAR1 antagonist
Cc1ccccc1/C=N/N1C(=O)CSC1=S as listed: -1	0	0.4	2	8	9	1	-8	-7
COc1ccccc1NC(=O)c1cnc(SC)nc1 as listed: -3	2	0.7	-3	-3	1	0	-2	23
CCN(CC(=O)Nc1ccccc1C(=O)OC)S(=O)(=O)c1ccc(OC)cc1 as listed: -2	-6	-1.4	38	0	3	0	17	0
C=CCNS(=O)(=O)c1nc(C)c(Cl)c(C)c1C#N as listed: -2	-1	-0.8	3	1	-4	9	13	3
Cc1cc(C(=O)CSc2nnc(-c3ccccc3)o2)c(C)n1CC1COc2ccccc2O1 (centres undefined) as listed: -3	-1	-1.3	8	1	2	19	17	-2

Some entries already given, limited to TAAR1 antagonist, CHRM5 agonist and CHO-K1 Ca PAM:
smiles,TAAR1 antagonist,CHRM5 agonist,CHO-K1 Ca PAM
CC(C)n1cnc2c(N(C)c3cccc(Cl)c3)nc(N(CCO)CCO)nc21,-1,0,14
Cc1ccc(-n2nnnc2C(Cl)c2nnnn2-c2ccc(C)cc2)cc1,-4,2,2

Going on with the list:
SMILES	M5 PAM	CHRM5 agonist	CRFR2-BP ag	CRFBP-R2 block	M4 PAM	M5 antag	TAAR1 agonist	CHO-K1 Ca PAM	TAAR1 antagonist
Cc1cccc(-n2nc([N+](=O)[O-])c(=NCc3cccnc3)n2O)c1	-5	0	-2.5	-5	-4	-9	7	-7	6
CC(C)Oc1cccc(NC(=O)C2(C)CCCN(C)C2)c1 (centres undefined)	-1	0	.	.	1	3	1	-2	-6
COc1ccc(/C=N/n2cnnc2SCCO)cc1OC	2	1	-1.3	12	4	-2	10	-3	-18
Cc1[nH]nc(SCC(=O)N2CCOCC2)c1[N+](=O)[O-]	5	0	-0.2	0	14	6	1	13	-1
Nc1nc2cc(Cl)c(Br)cc2o1	5	-1	-3.6	17	5	0	13	-12	-1
Cc1cc(C(=O)CCC(=O)N2CCN(c3ccccc3F)CC2)c(C)s1	-9	-4	-1.8	10	-7	9	2	-14	12
c1ccc2c(c1)ncn2CCn1cnc2ccccc21	-6	0	-1.2	8	1	7	16	11	-8

2 records picked at random from those above:
SMILES	M5 PAM	CHRM5 agonist	CRFR2-BP ag	CRFBP-R2 block	M4 PAM	M5 antag	TAAR1 agonist	CHO-K1 Ca PAM	TAAR1 antagonist
c1ccc2c(c1)ncn2CCn1cnc2ccccc21	-6	0	-1.2	8	1	7	16	11	-8
Cc1cccc(-n2nc([N+](=O)[O-])c(=NCc3cccnc3)n2O)c1	-5	0	-2.5	-5	-4	-9	7	-7	6
